PTEN del growth: PTEN-deleted cell growth suppression; 140,000 tested, 1.2% active; AID 827; viability, % at 10 µM; HCT116 PTEN-null viability, CellTiter-Glo, 60 h; stronger effect = lower value;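 active means viability at or below a set limit, 4 SD under the median of all tested compounds, cut at about 3.7% in these data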;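 further: PTEN knockout HCT116 line with beta catenin targeted HCT116 as companion control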
Phagocytosis inh: blocks phagocytosis by macrophages; J774A.1 macrophage IgG-bead phagocytosis, imaging; inhibition, % at 5 µM; 110,000 tested, 0.07% active;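 active means inhibition above the mean of the plate negative controls plus 5 SD, cut at about 13% in these data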;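 further: phagocytic index as fraction of beads internalized from green versus red external bead signal; plate controls were DMSO negative control for no effect and cytochalasin-D positive control for full effect; some results beyond the cut were filed as inactive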
MRP1 act: activates MRP-1; H69AR cells + doxorubicin, viability rescue, CellTiter-Glo; viability increase, % at 10 µM; 140,000 tested, 0.61% active;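 active means viability gain under doxorubicin at or above a set limit, the compound median plus 3 SD, cut at about 4.7% in these data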;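 further: MRP-1 overexpressing cells given doxorubicin 25 µM after compound pretreatment; 18-22 h compound pretreatment then 72 h with doxorubicin before readout; 0% = doxorubicin-only wells and 100% = vehicle-treated cells without doxorubicin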
GALR2 blocker: antagonists of human galanin receptor 2 (GALR2). O43603. GALR2-expressing cells, antagonist mode. inhibition, % at 4 µM. 140,000 tested, 0.39% active; in the data active means inhibition above about 27%;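 further: cells stimulated with galanin 1-16 at roughly its EC80; 0% = agonist challenge control and 100% = basal control without agonist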
Target sequence (O43603 whole entry, looked up): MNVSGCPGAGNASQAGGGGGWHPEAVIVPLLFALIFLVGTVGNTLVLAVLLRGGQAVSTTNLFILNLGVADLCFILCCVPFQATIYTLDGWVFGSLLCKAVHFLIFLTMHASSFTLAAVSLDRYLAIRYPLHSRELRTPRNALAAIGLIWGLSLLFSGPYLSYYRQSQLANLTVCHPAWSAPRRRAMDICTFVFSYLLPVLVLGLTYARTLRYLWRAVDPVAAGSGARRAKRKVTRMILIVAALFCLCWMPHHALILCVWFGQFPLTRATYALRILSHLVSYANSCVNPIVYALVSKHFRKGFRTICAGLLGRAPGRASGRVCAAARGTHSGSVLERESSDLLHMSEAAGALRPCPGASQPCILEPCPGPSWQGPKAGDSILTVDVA
Yeast life ext: extends the lifespan of yeast; inhibition of the nicotinamide effect, % at 10 µM; AID 775; 130,000 tested, 0.68% active; S. cerevisiae growth with nicotinamide, OD615; deaD strain in restrictive glucose medium;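 active means inhibition above a set limit, placed 3 SD over the median of all compounds, cut at about 26% in these data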;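 further: 0% = nicotinamide-treated wells and 100% = cells grown without nicotinamide; some compounds called inactive have numbers as strong as hits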
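Test system – modified budding yeast, DeaD strain · Compound – single dose 10 µM compound, 0.25% DMSO · Times – culture preincubation 4 h, compound exposure 48 h, both 30 °C · Detection – optical density (absorbance) at 615 nm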
NPY Y2 blocker: antagonists of human neuropeptide Y receptor Y2. P49146. NPY-Y2 expressing cells, antagonist mode. inhibition, % at 2.7 µM. 140,000 tested, 0.99% active. AID 793; in the data active means inhibition above about 17%;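 further: 0% = vehicle with agonist challenge and 100% = reference antagonist with challenge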
Target sequence (P49146 whole entry, looked up): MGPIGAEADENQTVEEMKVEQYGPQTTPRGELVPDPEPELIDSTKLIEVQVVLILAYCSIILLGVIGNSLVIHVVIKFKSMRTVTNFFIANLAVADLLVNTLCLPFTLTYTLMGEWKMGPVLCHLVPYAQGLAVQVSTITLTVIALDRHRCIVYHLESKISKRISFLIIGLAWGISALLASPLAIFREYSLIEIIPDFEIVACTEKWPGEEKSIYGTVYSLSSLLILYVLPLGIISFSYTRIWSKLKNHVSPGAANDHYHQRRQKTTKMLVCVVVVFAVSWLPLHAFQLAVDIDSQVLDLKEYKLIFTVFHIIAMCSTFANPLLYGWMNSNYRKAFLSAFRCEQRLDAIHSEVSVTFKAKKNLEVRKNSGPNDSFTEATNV
Measles CPE: protection of cells from measles virus | 140,000 tested, 1.5% active | protection (pct of control), % at 4 µM | Measles virus-infected cells, CPE protection, absorbance; in the data active means protection mostly above about 24%, no sharp cut-off; inactive means mostly below about 26%; further: some compounds called inactive have numbers as strong as hits
BB579 growth dn: chemicals that inhibit yeast BB579 growth in restrictive medium (lifespan-shortening candidates); S. cerevisiae BB579 growth, OD615, 48 h; inhibition, % at 10 µM; 140,000 tested, 0.51% active; AID 804;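 active means inhibition above a set limit, 3 SD over the mean compound inhibition, cut at about 44% in these data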; further: inactives centre near -24
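test system = yeast BB579 (DeaD) | buffer or medium = restrictive CSMM-D medium | doses = single compound dose of 10 µM, 0.25% DMSO final | times = 4 h preincubation and 48 h exposure at 30 °C | technique = culture absorbance at 615 nm | benchmarks = amphotericin B 10 µg/mL, positive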
E-sel TNF inh: blocks E-selectin expression induced by TNF alpha. HUVEC TNFa-induced E-selectin immunofluorescence, high content. 120,000 tested, 0.71% active. AID 1246. inhibition, % at 2 µM;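 active means inhibition above the batch mean plus 3 SD, and confirmed as a hit on visual image review, cut at about 43% in these data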;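 further: 0% = TNF-stimulated DMSO wells and 100% = unstimulated control wells; not every result past the cut was called active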
HCT116 bCat-KO: beta-catenin-lacking colon tumor cell growth suppression; 140,000 tested, 1.5% active; AID 818; HCT116 beta-catenin knockout viability, CellTiter-Glo, 60 h; stronger effect = lower value; viability, % at 10 µM;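 active means viability at or under a set limit, the compound median less 4 SD, cut at about 6% in these data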;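 further: 0% = Hyamine 1622 control at 20 µM and 100% = untreated cell control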
Active calls of the source: *; · = no result given.

The line under a structure holds: PTEN del growth	Phagocytosis inh	GALR2 blocker	Yeast life ext	MRP1 act	BB579 growth dn	HCT116 bCat-KO	NPY Y2 blocker	E-sel TNF inh	Measles CPE
Cc1nc(C(F)(F)F)nc(Nc2ccc(N=Nc3ccccc3)cc2)c1C#N
    89	-9	-13	2	-0.9	-29	89	1	-65	27
O=C(CSc1nc(-c2ccccc2)c(-c2ccccc2)o1)N1CCOCC1
    67	·	-14	-7	-2.7	-34	68	8	-28	4
CCOC(=O)Cc1csc(NC(=O)c2ccncc2)n1
    93	·	4	-21	-0.8	-37	96	3	·	21
Clc1ccc(N2COC3c4cccc5cccc(c45)C32)cc1 (stereo not given)
    71	·	-2	·	-4.5	-23	64	5	-27	11
CCCCN(CC)C(=O)/C=C/c1cccc([N+](=O)[O-])c1
    89	1	0	-6	-0.5	-49	90	2	-36	11
COc1ccc(NC(=O)C2CCCN(S(=O)(=O)c3ccc4c(c3)oc(=O)n4C)C2)c(OC)c1 (stereo not given)
    99	0	8	-8	0.1	-29	96	1	·	4
Cc1ccc(CN(C(=O)c2csnn2)C(C(=O)NC2CCCC2)c2ccc(C)o2)cc1 (stereo not given)
    79	·	14	·	-2.0	-19	79	4	-26	15
Cc1ccc(S(=O)(=O)N(CC(=O)N2CCCC2)C2CCCCC2)cc1
    103	·	-4	·	-2.3	-8	102	6	-9	4
Nc1nc(C23CC4CC(CC(C4)C2)C3)cs1
    78	-2	-5	2	-0.1	-19	75	-2	23	20
Cc1ccc2nc(-c3ccc(O)cc3)c(Nc3ccc4c(c3)OCCO4)n2c1
    73	-1	-6	-10	-4.3	-10	73	9	·	5
COC(=O)C(Cc1cnc(Cl)s1)(C(=O)OC)c1ccc([N+](=O)[O-])cc1
    85	-1	8	14	-0.7	-44	93	9	1	2
Cn1c(-c2ccc3c(c2)OCO3)cnc1NC(=O)CCC(=O)NCCc1ccccc1
    86	0	7	-6	-1.1	-66	87	4	·	17
COc1cc2c(C(=O)Nc3ccc4c(c3)OCO4)cn(CC(C)C)c(=O)c2cc1OC
    63	-2	13	-12	-2.2	-19	61	3	-19	12
O=C(NCCCn1ccnc1)c1ccco1
    112	-4	-11	-4	-1.1	-8	102	2	4	11
CCC(C)[C@H](NC(=O)NCc1ccccc1Cl)C(=O)OC (stereo not given in full)
    94	-1	-15	1	-2.7	-30	92	2	·	16
O=C(CCCOc1ccccc1)NCC1CCCO1 (stereo not given)
    93	1	-1	-3	-0.7	-25	101	-1	·	11
CC1(C)CC(=O)C2=C(C1)OC(N)=C(C#N)C21CCC2(CC1)OCCO2
    108	-3	-6	-11	-0.9	-10	102	0	-18	13
COC(=O)Nc1ccc(S(=O)(=O)N2CCCC(C(=O)Nc3cccc4c3OCCO4)C2)cc1 (stereo not given)
    82	1	-3	-15	-0.7	26	77	0	-27	1
O=c1[nH]c2ccccc2c(=O)n1CCCO
    103	0	-13	-3	-2.0	-38	84	1	16	6
O=C(CSc1nnnn1-c1ccccc1)c1cc2ccccc2oc1=O
    89	-1	-4	14	-1.9	-34	95	2	7	17
O=C(NCCc1ccccc1)Nc1cccc(Cl)c1
    79	-11	17	-4	-0.6	-24	72	2	10	16
O=C(c1ccco1)N1CCN(C(=O)c2[nH]ncc2[N+](=O)[O-])CC1
    105	-2	1	-4	-0.5	1	90	1	·	6
Cc1ccc([N+](=O)[O-])cc1-c1ccc2cccc(C)c2n1
    101	·	2	-10	1.9	-38	92	2	18	6
CCOC(=O)N1CCN(c2c(NCCCN(CC)c3cccc(C)c3)c(=O)c2=O)CC1
    97	-1	-1	-11	-1.8	-10	93	0	-5	6
COC(=O)c1cc(NC(=O)CN(c2ccc(OC)cc2)S(=O)(=O)c2ccc(F)cc2)ccc1Cl
    57	·	2	·	-3.9	-32	56	1	·	19
Cc1nc(=O)c(-c2ccccc2)c(C)n1CCCO
    91	0	5	-19	-1.4	-8	90	3	-51	32
Nc1c(C(=O)O)sc2nc(-c3ccccc3)c3c(c12)CCCC3
    92	-11	2	3	-2.2	-2	86	6	·	8
Cn1c(=O)cc(SCC(=O)Nc2ccc3c(c2)OCO3)c2ccccc21
    96	-2	-1	-3	-2.9	-36	89	6	·	10
N=c1c2c3c(sc2nc2n1CCC2)CCCC3
    102	·	3	7	-0.7	-43	92	5	17	16
O=C(Nc1nnc(-c2ccccc2)o1)c1cccc(N2C(=O)CCC2=O)c1
    99	-14	5	4	-1.7	-27	86	0	·	13
Nc1nc(N2CCCCC2)nc(N2CCCCC2)n1
    97	0	-6	-5	-0.5	-90	91	1	-10	19
Cc1ccc(C(C(=O)NC2CCCC2)N(C(=O)CCC(=O)Nc2cc(C)on2)c2ccccc2)cc1 (stereo not given)
    93	·	20	·	-0.5	-17	92	-3	2	1
Cc1ccc(C)c(NS(=O)(=O)c2ccc(OCC(=O)N3CCCC3)cc2)c1
    109	0	7	-2	0.1	-63	97	4	14	6
O=C(CCc1nc(-c2cccs2)no1)NCc1ccc(F)cc1Cl
    84	-1	7	-4	-1.2	-16	79	5	·	6
COc1ccccc1C(O)(C(=O)NN(C(=O)c1ccccc1)c1ccccc1C)c1cccs1 (stereo not given)
    72	1	-2	-14	-2.9	-26	82	-1	25	5
C=C(C)C1CC=C(C)/C(=N/NC(=O)COc2ccc(C)cc2)C1 (stereo not given)
    102	·	-9	·	-0.9	-33	90	3	29	5
CCOC(=O)Nc1ccc(C)cc1Br
    0.2*	-2	9	-35	-0.9	-51	0.4*	-1	·	4
CC1=CS/C(=C(/C#N)C(=O)N2CCOCC2)N1c1ccccc1
    88	-1	-2	-5	-2.0	-12	90	1	·	3
O=C(NCc1cccc(F)c1)c1ccc(N2C(=O)Cn3c(cc4sccc43)C2=O)cc1
    101	-9	12	1	0.7	-47	89	2	-11	15
N#CC1(Nc2ccccc2)C(=O)Nc2ccccc21 (stereo not given)
    100	0	3	2	-1.0	-2	83	6	8	3
CCOC(=O)N1CCN(Cc2c(F)cccc2Cl)CC1
    108	·	5	-4	0.6	-38	103	1	-34	10
CCCn1c(SCC(=O)Nc2ccccc2Oc2ccccc2)n[nH]c1=O
    95	0	-3	4	-1.4	-8	92	5	7	11
CCOC(=O)Cc1csc(NC(=O)CSc2nnc(C(C)C)n2CC)n1
    94	·	3	-3	-1.3	-27	104	1	-5	11
COc1ccc(Cn2c(-c3ccco3)nc3oc4cc(OC)ccc4c(=O)c3c2=O)cc1
    33	0	-5	19	-5.0	-28	45	-2	-47	9
Cc1cc(C)nc(NC(=O)Cc2cccs2)n1
    101	0	4	-8	-2.7	-17	92	1	-3	11
COc1ccc([N+](=O)[O-])cc1N(CC(O)CN(CC(C)C)CC(C)C)S(=O)(=O)c1ccccc1 (stereo not given)
    54	0	-6	-27	-1.7	9	50	17	-15	10
C=CCNc1oc(-c2ccc(OC)cc2)nc1C#N
    87	0	3	-28	-1.3	-5	76	1	8	3
CC(=O)Nc1nonc1C(=O)N1CCC(C)CC1
    94	·	-7	·	0.1	-4	94	2	10	12
C=CCOC(=O)C1=C(C)NC(=S)NC1/C=C/c1ccccc1 (stereo not given)
    70	·	-9	-8	-4.8	-43	56	2	-16	10
O=C(Cn1cc(C(=O)C2CC2)c2ccccc21)NCc1ccccc1
    90	·	3	·	-1.6	-32	96	5	-2	10
Fc1ccc(-c2nc(-c3cccs3)[nH]c2-c2ccc(F)cc2)cc1
    60	5	3	-5	-3.5	-17	65	-4	34	4
COc1cc2[nH]c(=O)n(CCC(=O)N3CCN(c4cc(Cl)ccc4C)CC3)c(=O)c2cc1OC
    1.9*	·	-11	-13	-7.4	-45	2.1*	4	-29	9
CN(C)c1ccc(/C=C(\C#N)C(=O)Nc2nc3c(s2)CCN(Cc2ccccc2)C3)cc1
    68	0	-1	-4	-2.3	-94	55	0	18	9
O=C(CC(c1ccco1)C1CCCCC1=O)c1ccccc1 (stereo not given)
    88	-1	-4	3	-0.9	-74	90	3	-5	15
Cc1oc2cc(OC(=O)c3ccco3)ccc2c(=O)c1-c1nc2ccccc2n1C
    98	-4	6	17	-2.2	-52	93	3	-6	7
Cc1ccc(N2C(=O)CSC2c2ccc3c(c2)OCO3)cc1 (stereo not given)
    98	0	1	-4	0.0	-47	94	18*	23	17
O=C(CNC(=O)c1ccco1)OCC(=O)c1cccc2ccccc12
    96	1	-12	-19	-0.4	-53	98	4	5	14
CCOC(=O)c1cc(-c2ccccc2)sc1NC(=S)Nc1cccc(C)n1
    92	0	14	-6	-1.9	-38	98	2	54*	21
O=C1c2cccnc2C(=O)N1C1CCCCC1
    102	·	-4	-12	0.7	-42	83	2	·	5
Cc1cccc(C)c1NC1=NC(=S)N(c2ccc(N(C)C)cc2)C1(C)C
    87	-3	-4	-4	-2.8	-18	89	0	-17	25

Other compounds follow.
The line under a structure holds: PTEN del growth	Phagocytosis inh	GALR2 blocker	Yeast life ext	MRP1 act	BB579 growth dn	HCT116 bCat-KO	NPY Y2 blocker	E-sel TNF inh	Measles CPE
CC1CN(Cc2nc3c(c(=O)n(C)c(=O)n3C)n2CCN2CCOCC2)CC(C)O1 (stereo not given)
    113	0	-5	25	-0.7	-64	100	0	-53	6
Cc1ccc(-c2nc3ncccn3c2Nc2ccc3c(c2)OCCO3)o1
    92	·	3	-23	-2.2	-30	96	8	-8	6
CCN(CC)S(=O)(=O)c1cnccc1N1CCN(c2cccc(Cl)c2)CC1
    30	-6	-2	5	-2.6	-43	19	6	9	4
CC(C)(CO)NCC(=O)Nc1cc(C(F)(F)F)cc(NC(=O)CNC(C)(C)CO)c1Cl
    86	-5	-7	4	-3.4	-22	89	2	-6	4
C/C(=N\NC(=O)c1ccccc1C)c1ccc(NC(=O)c2cccs2)cc1
    78	0	8	-14	-1.9	-18	87	0	13	2
O=C(CCN1CCc2ccccc2C1)Nc1ccc2c(c1)OCO2
    102	-1	2	-2	-1.3	-53	102	0	-15	15
Cn1ncc(Cl)c(Oc2ccccc2)c1=O
    92	-3	-7	-11	-2.0	25	100	0	33	14
Cc1sc2nc3n(c(=O)c2c1C)CCCS3
    86	-1	2	-28	-0.7	-15	106	7	25	11
Cc1ccc(S(=O)(=O)N2CCC(C(=O)N[C@H](C(=O)NC3CCS(=O)(=O)C3)C(C)C)CC2)cc1 (stereo not given in full)
    111	0	-6	-8	-0.6	-49	107	0	·	11
COc1ccc(S(=O)(=O)N(C)CC(=O)N2CCC(C(N)=O)CC2)cc1Cl
    101	-1	15	-8	-0.4	-37	85	4	0	25
CC1=C(C(=O)OC(C)C)C(c2ccccn2)n2ncnc2N1 (stereo not given)
    101	-1	3	-8	-2.3	22	93	5	·	19
CCOC(=O)c1ccc(NC(=S)N2CCN(S(C)(=O)=O)CC2)cc1
    99	-2	0	-2	-0.5	3	102	3	6	18
CCOc1cccc(CNc2ccc(O)cc2)c1OCc1ccccc1Cl
    48	·	3	·	-5.0	36	61	14	·	21

Screening results deposited in PubChem BioAssay by several laboratories.
